Hsp90 Hop PPI – changes Hsp90-Hop TPR2A binding signal, up or down. AID 595. hit rate 0.44% among 71,000. AlphaScreen TPR2A-His6 binding biotin-Hsp90 C-terminal peptide. Potency, µM (series often up to 57 µM), for inactives: at the highest dose activity change, negative = inhibition; active means well fitted curve in either direction with a large enough effect; inconclusive means small, poorly fitted or top-dose-only effect, or another doubt; further: potency means the concentration at half of the fitted maximal effect; on the % scale 0 is the no-effect control and ±100 the full control effect; many of its hits are not listed in these tables
BRCT inh red – disrupts BRCA1 BRCT binding to phosphoprotein, red fluorophore readout; P38398; BRCT-phosphopeptide binding, red fluorescence polarization; Potency, µM (doses to about 76.9 µM), inactives show at the top dose activity change, negative = inhibition, hits mostly inhibitors; hit rate 0.03% among 75,000; AID 892; further: on the % scale 0 is the no-effect control and ±100 the full control effect
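Rhodamine-labelled pBACH1 10-mer (100 nM) bound to BRCT domain (100 nM) at pH 7.3; compounds incubated 12 min room temperature, polarization read. Free peptide defines full inhibition; unlabelled decapeptide titrated as control.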
Pol III holo inh – blocks replication by bacterial DNA polymerase III holoenzyme; Potency, µM (top dose mostly 57.1 µM), without a hit: at the top dose activity change, negative = inhibition; hit rate 0.25% among 71,000; reconstituted DNA polymerase III holoenzyme replication, biochemical; AID 603; further: potency means the concentration at half of the fitted maximal effect; on the % scale 0 is the no-effect control and ±100 the full control effect
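Reconstituted *E. coli* holoenzyme (0.35 nM Pol III, 1 nM beta, 154 nM SSB, 2 nM primase) was preincubated with compound for 15 min at RT. Synthesis on 1.4 nM ssM13Gori ran 35 min, then was stopped with PicoGreen/EDTA and read as dsDNA fluorescence.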
HBB splicing – hemoglobin beta splicing modulation; HBB splicing reporter cell assay, activation; EGFP reporter with mutant IVS2-654 intron; response scale: normalised to 500 nM splice-correcting PNA; Potency, µM (doses to about 46.1 µM), inactives show at the top dose activation, usual class: activators; AID 925; hit rate 0.06% among 65,000; further: potency means the concentration at half of the fitted maximal effect; 0% is about no effect
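Compounds were applied for 2 days to HeLa EGFP-654 cells, 500/well in Optimem with 2% FCS. The reporter's EGFP is disrupted by mis-splicing of beta-globin intron IVS2-654. Readout: summed well GFP fluorescence from 488 nm laser scanning; reference was 500 nM antisense […] 654 PNA.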
HADH2 inh – inhibitors of human HADH2 dehydrogenase | Potency, µM (doses to about 57.1 µM), without a hit: at the top dose activity change, negative = inhibition, most hits filed as inhibitors | AID 886 | recombinant HADH2, NADH fluorescence, beta-hydroxybutyryl-CoA | hit rate 3.4% among 73,000; further: potency means the concentration at half of the fitted maximal effect; on the % scale 0 is the no-effect control and ±100 the full control effect; nearly all actives have a fitted effect of over 60% in size; many of its hits are not listed in these tables
Target sequence (Q99714 whole entry, looked up, one chain of several): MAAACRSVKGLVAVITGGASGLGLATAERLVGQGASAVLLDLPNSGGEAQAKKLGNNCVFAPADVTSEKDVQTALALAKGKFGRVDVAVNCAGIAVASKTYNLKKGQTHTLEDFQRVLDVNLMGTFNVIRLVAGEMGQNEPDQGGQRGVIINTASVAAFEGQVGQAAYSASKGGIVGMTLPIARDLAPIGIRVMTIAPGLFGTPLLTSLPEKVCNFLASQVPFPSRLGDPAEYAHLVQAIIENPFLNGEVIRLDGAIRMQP
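E. coli-expressed His-tagged HADH2 tested at 20 nM in alkaline Tris buffer (pH 9.0); oxidation of 90 uM beta-hydroxybutyryl-CoA with 1 mM NAD+ tracked fluorimetrically for 4 min.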
ALOX15 inhib – inhibitors of human 15-lipoxygenase (ALOX15). purified 15hLO-1, xylenol orange hydroperoxide absorbance. Potency, µM (highest dose often 57.1 µM), for the others: at the top dose activity change, negative = inhibition, actives largely listed as inhibitors. hit rate 1.4% among 74,000; further: potency means the concentration at half of the fitted maximal effect; on the % scale 0 is the no-effect control and ±100 the full control effect; nearly all actives have a fitted effect of over 55% in size
Target sequence (P16050 whole entry, looked up): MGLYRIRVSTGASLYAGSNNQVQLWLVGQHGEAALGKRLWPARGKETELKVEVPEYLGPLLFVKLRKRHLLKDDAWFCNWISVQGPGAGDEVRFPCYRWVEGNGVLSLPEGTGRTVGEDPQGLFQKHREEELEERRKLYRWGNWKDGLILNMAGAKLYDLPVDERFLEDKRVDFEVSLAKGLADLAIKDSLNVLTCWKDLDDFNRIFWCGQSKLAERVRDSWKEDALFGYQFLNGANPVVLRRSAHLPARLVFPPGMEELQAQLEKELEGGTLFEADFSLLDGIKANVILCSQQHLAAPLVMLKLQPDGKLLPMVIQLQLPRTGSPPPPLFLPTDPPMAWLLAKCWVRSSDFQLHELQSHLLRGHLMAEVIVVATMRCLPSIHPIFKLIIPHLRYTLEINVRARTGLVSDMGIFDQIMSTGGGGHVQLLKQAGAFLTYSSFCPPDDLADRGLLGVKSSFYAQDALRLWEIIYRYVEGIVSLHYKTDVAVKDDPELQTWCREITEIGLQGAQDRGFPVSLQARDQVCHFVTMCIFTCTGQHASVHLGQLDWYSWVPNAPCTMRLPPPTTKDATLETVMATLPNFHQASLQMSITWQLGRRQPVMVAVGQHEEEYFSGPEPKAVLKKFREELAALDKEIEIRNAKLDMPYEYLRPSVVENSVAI
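Quantitative HTS in 25 mM Hepes pH 7.5 containing 0.01% Triton X-100: human 15hLO-1 at 40 nM, arachidonic acid at 50 uM, 6 min turnover. Product quantified via ferrous oxidation/xylenol orange, 573:405 nm absorbance ratio.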
GFP derepression – epigenetic modulators derepressing GFP locus in mouse cells; mouse C127i GFP locus derepression, cytometry, 30 h; Potency, µM (highest dose often 46.1 µM), for the others: at the highest dose GFP derepression (activation); hit rate 0.09% among 68,000; further: % of control where 0% means no effect
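Murine C127i mammary cells carrying a silenced, stably integrated CMV-driven GFP reporter were treated with compound for 30 hours at 37 C. After PBS washes, GFP-positive cells were counted by laser-scanning microplate cytometry.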
UbGFP stabilizer – ubiquitin-GFP accumulation via proteasome inhibition | Ubiquitin-GFP reporter cells, proteasome inhibition, GFP fluorescence; response scale: untreated = 0%, 10 µM MG-132 = 100% | Potency, µM (top dose mostly 45.9 µM), for the others: at the top dose activation (GFP accumulation), most hits filed as activators | 67,000 tested, under 10 active; active means well fitted activation curve with a large enough effect, not every such curve was filed as active; inconclusive means small, poorly fitted or top-dose-only effect, or another doubt; inactive means no such curve, though single readings can be large or run the other way; further: potency means the concentration at half of the fitted maximal effect
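U2OS cells expressing ubiquitin(G76V)-GFP, seeded overnight in 0.5% FBS medium, then treated 4 hr at 37 C across 46 uM to 2.9 nM. GFP-positive cells counted by laser cytometry (488 ex/515 em); %activity scaled between basal and 10 uM MG-132.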
CRE Fsk mod – CRE-bla signaling modulation under forskolin stimulation; CHO CRE-bla reporter (cAMP response element driving beta-lactamase), forskolin EC10, beta-lactamase ratio; Potency, µM (series often up to 38.2 µM), inactives show top-dose activity change, negative = inhibition, usual class: activators; hit rate 2.5% among 71,000; active means well fitted activation curve with a large enough effect in the signal ratio, with a control signal flat, not every such curve was filed as active; inconclusive means small, poorly fitted or top-dose-only effect, or effect the other way, or a change in a side signal; the % refers to the signal ratio; further: potency means the concentration at half of the fitted maximal effect; % of control where 0% means no effect
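CHO CRE-bla cells, overnight plating in Opti-MEM with 0.5% dialyzed FBS; cpd titration + EC10 NKH 477, 3 h 37 °C; CCF4 2 h RT; ex 405/em 460 vs 530 ratio → %Activity, AC50.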
USP2a inhib – blocks human ubiquitin-specific protease USP2a; USP2a enzymatic assay, qHTS inhibition; AID 927; hit rate 0.1% among 60,000; Potency, µM (titrated, usually from 38.3 µM), for the others: top-dose activity change, negative = inhibition, hits mostly inhibitors;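 further: potency means the concentration at half of the fitted maximal effect; nearly all actives have a fitted effect of over 60% in size; plate controls were DMSO for no effect and NEM full inhibition control for full effect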
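USP2 core (20 nM final) was preincubated with compound for 30 min at RT in 20 mM Tris-HCl pH 8.0, 2 mM CaCl2, 2 mM beta-mercaptoethanol; Ub-PLA2 (20 nM) plus NBD C6-HPC (20 uM) then added, fluorescence read after 2.5 h.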
BRCT PPI green – BRCA1 BRCT-phosphoprotein interaction inhibition; Potency, µM (doses to about 76.9 µM), for inactives: at the top dose activity change, negative = inhibition, most hits filed as inhibitors; P38398; AID 875; BRCA1 BRCT-phosphopeptide binding, green fluorescence polarization; hit rate 0.05% among 75,000;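 further: potency means the concentration at half of the fitted maximal effect; plate controls were peptide without protein for full effect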
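Compounds were incubated for 12 min at room temperature with a complex of 100 nM fluorescein-tagged pBACH1 decapeptide and 250 nM His-tagged BRCT protein. Buffer was phosphate pH 7.3 with EDTA, DTT and Tween 20. Disruption of binding lowers the polarization signal.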
Starred values were filed as active, the others as inactive; ? = inconclusive; . = no result given; & = joins results of further samples; [ ] = dose if it differs, or a comment. Unless noted, the call rests on the fitted dose curve; in most records, active means well fitted curve in the direction sought with a large enough effect; inconclusive means small, poorly fitted or top-dose-only effect, or another doubt; inactive means no such curve, though single readings can be large; an effect the other way counts as inactive or inconclusive. Not all compounds are listed; count on the stated rates, not on these rows.

SMILES	Hsp90 Hop PPI	BRCT inh red	Pol III holo inh	HBB splicing	HADH2 inh	ALOX15 inhib	GFP derepression	UbGFP stabilizer	CRE Fsk mod	USP2a inhib	BRCT PPI green
O=C(Nc1ccc(Br)cc1F)C1CCN(c2nnc(-n3cccc3)s2)CC1	-3%	-0.4%	-3%	0.2%	8%	-3%	7%	7%	-7%	.	0.2%
COC(=O)C1(CO)NC(c2cccs2)C2C(=O)N(c3ccccc3)C(=O)C21 (configuration not stated)	-4%	-0.7%	-6%	.	5%	-5%	-2%	-1%	-9%	-2%	2.6%
CCOc1ccccc1NC1c2ccccc2C(=O)N1c1ccc(C)cn1 (configuration not stated)	-2%[2.3 µM]	0.6%	-1%	-0.2%	-3%	7%	.	19%	-3%	.	0.9%
O=C(Cn1cnc2c(nnn2Cc2ccccc2)c1=O)NCc1ccco1	0%	-1.1%	-13%	0.7%	-7%	7%	.	2%	-7%	.	4.2%
O=C(NC1CC2CCCC(C1)N2C(=O)N1CCCCC1)C1CCCCC1 (configuration not stated)	-2%	1.0%	-7%	-5.7%	0%	-2%	-1%	-3%	-4%	6%	-4.7%
Cc1cccc(CSC2=NCCN2C(=O)c2ccc(Br)o2)c1	-9%	1.2%	3%	0.2%	4%	-2%	2%	9%	?	.	1.6%
Cc1nc2cnc(Nc3ccccc3)nc2n(Cc2cccs2)c1=O	-7%	1.2%	-1%	12%	-8%	-4%	3%[9.22 µM]	1%	?	72%[activator]	10.0%
CC(=O)Nc1cccc(-c2nnc3n2CC(C)S3)c1 (configuration not stated)	1%	-1.3%	-5%	0.3%	1%	6%	-5%	-1%	0%	-6%	1.6%
CCN(CC)S(=O)(=O)c1ccc2oc(C(=O)N3CCCCCC3)c(C)c2c1	6%	-2.6%	8%	-0.7%	-14%	-6%	2%	10%	9%	17%	-3.0%
COc1ccc(S(=O)(=O)N(C)CC(=O)N2CCC(C(N)=O)CC2)cc1	-1%	0.1%	-2%	-1.1%	2%	11%	-3%	-3%	-1%	-4%	-1.0%
CC(C)CCNC(=O)C(c1ccco1)N(C(=O)Cn1nnc2ccccc21)c1ccc2c(c1)OCO2 (configuration not stated)	?	1.0%	0%	.	12%	-6%	0%	-5%	-16%	-4%	-0.5%
COCCCn1c2nc3ccccc3nc2c2c(=O)n(Cc3ccccc3Cl)cnc21	-3%	-0.7%	-8%	0.3%[0.369 µM]	13%	-1%	2%	3%	20%	18%	-4.3%
Cc1cc(C)n2nc(SCC3COc4ccccc4O3)nc2n1 (configuration not stated)	17%	0.9%	-3%	-2.3%	-6%	-23%	-1%	-2%	?	35%[activator]	5.3%
CN(C(=O)c1cccc(C#N)c1)c1nnc(C2CCOC2)s1 (configuration not stated)	0%	-2.0%	0%	-0.4%	-5%	1%	-2%	8%	2%	-10%	-1.2%
COc1ccc(OC2C(O)COC2/C=C/C#Cc2ccc(F)cc2F)cc1 (configuration not stated)	.	2.1%&1.8%[15.4 µM]	.	0.8%&1.4%[9.22 µM]	-4%&8%[11.4 µM]	-10%&-3%[11.4 µM]	.	.	.	.	-0.1%&0.0%[15.4 µM]
Cc1onc(-c2ccccc2)c1C(=O)N1CCN(S(=O)(=O)c2ccc3c(c2)OCCO3)CC1	-2%	-1.9%	2%	-6.5%	19%	3%	1%	-2%	-2%	8%	-3.3%
C[C@@H](C(=O)Nc1ccc2ccccc2c1)[C@@H]1C[C@@]1(C)[C@@H](NC(=O)Oc1ccc(F)cc1)c1ccccc1	-2%	1.4%	4%	3.9%	2%	.	.	.	-4%	.	-0.4%
CCOC(=O)CSc1nnc(CNC(=O)c2cccs2)n1-c1cccc(C)c1	4%	0.8%	-8%	-2.0%	6%	0%	1%	6%	?	3%	1.1%
COc1ccc(O)c(C(=O)c2cc(C#N)c(=O)n(-c3c(C)n(C)n(-c4ccccc4)c3=O)c2)c1	?	0.0%	-2%	-0.7%	-6%	19%	3%	3%	?	18%	18%
CCOC(=O)C(C)Sc1nc2ccccc2c(=O)n1CC (configuration not stated)	3%	0.5%	-4%	0.3%	-17%	14%	-5%	-7%	?	1%	0.3%
CNC(=O)c1nnn(-c2ccccc2)c1C(=O)NC	3%	0.2%	-2%	-0.8%[57.5 µM]	13%	-2%	0%	-1%	13%	0%	-0.6%
Cc1cc(C)c(OCC(=O)Nc2ccc3c(c2)OCO3)cc1C	-2%	0.1%	-2%	-0.9%	4%	6%	0%	-6%	?	-1%	-3.8%
COc1ccc(C2C(C(=O)NCc3ccccc3)=C(C)Nc3ncnn32)cc1OC (configuration not stated)	-2%	0.9%	-2%	11%[0.369 µM]	-9%	14%	2%	-7%	13%	0%	-4.9%
Cc1oc2c(CN3CCCC3)c(O)ccc2c(=O)c1-c1ccc(Cl)cc1	-3%	-0.9%	-1%	-2.4%[0.369 µM]	25µM*	1%	0%	-2%	24%	-1%	-2.3%
Cc1cc(C)c(S(=O)(=O)NCc2cn3c(C)csc3n2)c(C)c1	-2%	-1.2%	2%	-1.2%	8%	-1%	4%	3%	2%	11%	0.6%
COc1ccc2cc(CN(CC3COCCO3)S(=O)(=O)c3ccc(Cl)cc3)c(=O)[nH]c2c1 (configuration not stated)	0%	-0.9%	-4%	2.9%	380%[activator]	-22%	0%	4%	1%	-6%	-4.9%
O=C(Nc1ccc([N+](=O)[O-])cc1Cl)c1cc(Cl)ccc1O	-6%[26 µM]	0.3%	-5%[25.6 µM]	0.9%[20.6 µM]	-4%[25.6 µM]	5%	5%[20.6 µM]	3%[20.5 µM]	?	-2%	-2.7%
Cc1ccccc1Cn1cc(NC(=O)c2cc(-c3cccs3)on2)cn1	-2%	-0.6%	1%	-1.5%	0%	-2%	1%	11%	?	3%	0.4%
COc1cc(C2NC(=O)NC(C)=C2C(=O)OC(C)(C)C)ccc1OCC(N)=O (configuration not stated)	-3%	-2.8%	0%	.	11%	14%	-3%	0%	-4%	-1%	0.6%
[O-][N+]12CC[N+]([O-])(CC1)c1ccccc12	0%	-0.4%	1%	-0.2%	5%	-6%	1%	-2%	-9%	-5%	-2.2%
CC(=O)N1c2c(cc(Br)cc2S(=O)(=O)N2CCOCC2)CC1C (configuration not stated)	-4%	-1.3%	-3%	0.0%	7%	6%	2%	4%	6%	-3%	1.6%
c1ccc2cc3[nH]c(CN4CCOCC4)nc3cc2c1	-1%	0.0%	-5%	.	12%	8%	1%	3%	0%	0%	-1.4%

Exported bar-delimited: five of the compounds above
SMILES | Hsp90 Hop PPI | BRCT inh red | Pol III holo inh | HBB splicing | HADH2 inh | ALOX15 inhib | GFP derepression | UbGFP stabilizer | CRE Fsk mod | USP2a inhib | BRCT PPI green
[O-][N+]12CC[N+]([O-])(CC1)c1ccccc12 | 0% | -0.4% | 1% | -0.2% | 5% | -6% | 1% | -2% | -9% | -5% | -2.2%
CNC(=O)c1nnn(-c2ccccc2)c1C(=O)NC | 3% | 0.2% | -2% | -0.8%[57.5 µM] | 13% | -2% | 0% | -1% | 13% | 0% | -0.6%
Cc1ccccc1Cn1cc(NC(=O)c2cc(-c3cccs3)on2)cn1 | -2% | -0.6% | 1% | -1.5% | 0% | -2% | 1% | 11% | ? | 3% | 0.4%
O=C(Nc1ccc([N+](=O)[O-])cc1Cl)c1cc(Cl)ccc1O | -6%[26 µM] | 0.3% | -5%[25.6 µM] | 0.9%[20.6 µM] | -4%[25.6 µM] | 5% | 5%[20.6 µM] | 3%[20.5 µM] | ? | -2% | -2.7%
Cc1cc(C)c(S(=O)(=O)NCc2cn3c(C)csc3n2)c(C)c1 | -2% | -1.2% | 2% | -1.2% | 8% | -1% | 4% | 3% | 2% | 11% | 0.6%
